TTR transcr act = TTR transcription activation, primary screen; activation, % at 16.7 µM; AID 1117267; 92,000 tested, 1.3% active; SH-SY5Y TTR promoter Gaussia luciferase, luminescence; 100% = recombinant luciferase protein wells;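 active = activation above the mean of all tested compounds plus 3 SD, cut at about 9.5% in these data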;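 note: cells exposed to compounds for one day before reading; 0% = median of all test compound wells on the plate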
* = called active by the depositor. The list is partial, so the mix of outcomes need not match the whole.

item	SMILES	TTR transcr act
1	CCOc1ccccc1C(=O)N[C@H](C(=O)Nc1nc2c(s1)CCCC2)C(C)C	-0.9
2	Cc1ccc(C(=O)NCCOC23CC4CC(CC(C4)C2)C3)cc1	-1.4
3	Cc1ccccc1S(=O)c1ccccc1C(=O)O (stereo not drawn)	-1.2
4	CCOC(=O)c1oc2cccc(O)c2c1CN(Cc1ccccc1)C(C)=O	-3.0
5	CCOC(=O)C1=NN(c2cccc(C)c2)C2(S1)SC(C(C)=O)=C(C)N2c1ccccc1 (stereo not drawn)	-0.3
6	COC(=O)c1c(NC(C)=O)csc1C	-1.3
7	OCCC1CN(CCCc2ccccc2)CCN1Cc1ccccc1 (stereo not drawn)	1.4
8	Cc1ccc(Cn2nnc3c(=O)[nH]c(C4CCN(S(=O)(=O)c5ccc(C)cc5)CC4)nc32)cc1	0.1
9	CCC(=O)c1cn(CC(=O)Nc2cccc(C)c2C)c2ccccc12	-0.7
10	O=C(NNc1nc2ccc(Cl)cc2s1)c1cc(-c2cccs2)nc2ccccc12	-1.7

Other entries
item	SMILES	TTR transcr act
11	Cc1cc(=O)[nH]c(SCC(=O)N2CCN(C(=O)c3ccco3)CC2)n1	-0.8
12	Cc1cc(C)cc(COn2ccnc2)c1	1.0
13	O=C(NC(Cc1c[nH]c2ccccc12)c1nnc2n1CCCCC2)c1ccccc1 (stereo not drawn)	-0.7
14	COc1ccc(NC(=S)Nc2cccc(C(F)(F)F)c2)c(C)c1	-2.3
15	O=C(NCc1ccc(C(F)(F)F)cc1)C12CN(Cc3ccccc3)CC1C(c1cccc([N+](=O)[O-])c1)=NO2 (stereo not drawn)	-1.7
16	NC(=O)C1CCCN1Cc1ccc2c(c1)OCO2 (stereo not drawn)	5.2
17	OC(c1ccccc1)(c1ccccc1)C1CCN(CCCOc2ccccc2)CC1	-2.2
18	O=C(CSc1nc2ccccc2n1S(=O)(=O)c1ccccc1)N1CCCCC1	0.5
19	NC(=O)C1CCN(C(=O)c2ccccc2SCC(=O)NCC2CCCCC2)CC1	1.3
20	O=C(Cc1ccc(Cl)cc1)SCc1ccccc1	-5.1

Carrying on.
item	SMILES	TTR transcr act
21	Cc1ccsc1C(C(=O)NC(C)(C)C)N(Cc1ccco1)C(=O)c1csnn1 (stereo not drawn)	-0.5
22	CC(C)N(C(=S)NCc1ccccc1)C(C)C	4.0
23	O=C(C1CCCCC1)n1ccc2ccc(-c3ccc4ccn(Cc5ccccc5)c4c3)cc21	4.3
24	O=C1/C(=C/c2cccc(Br)c2)SC(=S)N1CCC(=O)N(CCO)c1ccccc1	-1.8
25	Cc1ccc(-n2nc3c(c2NC(=O)C(C)C)CS(=O)(=O)C3)c(C)c1	1.0
26	CCc1c(C2(O)CCCCC2)[nH]c2cnccc12	13*
27	CC(C)N1CCCCC(NC(=O)C(C)(C)C)C1=O (stereo not drawn)	1.5
28	CC(C)(C)NC(=O)c1ccncc1	3.5
29	CN(C)CCCC1(O)c2ccccc2C=Cc2ccccc21	0.8
30	COc1cc(OC)cc(-c2c(-c3ccc(F)cc3)c3cc(-c4ccc(OC)nc4)ccc3n2C)c1	1.9

Further compounds.
item	SMILES	TTR transcr act
31	Cc1ccc(C(=O)N/N=C\C2CC=CCC2)cc1[N+](=O)[O-] (stereo not drawn)	1.1
32	COCC(=O)N(CCc1ccccc1)Cc1cc2cc(C)ccc2nc1Cl	-0.1
33	CN(C)[C@H]1CCN(c2cccc3c2S(=O)(=O)N2CC[C@@H](C2)O3)C1	1.5
34	COc1cc(/C=N\NC(=O)CC#N)ccc1OC/C=C/c1ccccc1	0.4
35	Cc1cccc(Cc2c(C)nc3c(C(=O)N4CCN(Cc5ccc6c(c5)OCO6)CC4)cnn3c2C)c1	-1.8
36	N#CC1=C(N)OC2=C(C(=O)CCC2)C1c1ccc2c(c1)OCO2 (stereo not drawn)	6.5
37	OCCN1C2=NCCCN2c2ccccc21	1.1
38	NNC(=S)Nc1ccc(S(=O)(=O)N2CCOCC2)cc1	-1.2
39	COc1ccc(-c2cc(C(=O)NCCCn3ccnc3)no2)cc1OC	3.8
40	CCc1cccc(C)c1NC(=O)COC(=O)CNS(=O)(=O)/C=C/c1ccccc1	-1.4

(listing goes on)
item	SMILES	TTR transcr act
41	O=C(CCn1nnc2ccccc21)N/N=C\Cc1ccccc1	1.0
42	COc1ccc(C2NC(=S)NC3=C2CCc2ccccc23)cc1OC (stereo not drawn)	2.4
43	C/C(=N\N1CCN(Cc2ccc(Cl)cc2)CC1)c1ccc(F)cc1	2.3
44	O=C(NCc1ccco1)C1CC(=O)N(c2ccc(Cl)cc2)C1 (stereo not drawn)	-1.5
45	O=C(CSc1ccc([N+](=O)[O-])cn1)Nc1ccccc1N1CCOCC1	-0.9
46	NC(=O)C1CCN(C(=O)CN2C(=O)c3ccccc3S2(=O)=O)CC1	1.7
47	COc1cccc(CNC(=O)Cc2nc3nc(C)cc(C)n3n2)c1	2.3
48	C=CCn1c(-c2ccoc2C)n[nH]c1=S	1.2
49	COc1ccc(C(=O)Nc2ccccc2C(=O)N/N=C/c2ccco2)cc1	-1.4
50	c1cncc(CNC2CCCc3ccccc32)c1 (stereo not drawn)	-1.7

The listing continues:
item	SMILES	TTR transcr act
51	Cn1c(-c2ccc(C=O)s2)nc2c3ccccc3c3ccccc3c21	-0.3
52	COc1ccc(OC)c(S(=O)(=O)N2CCC(C(=O)NC3CCCCCC3)CC2)c1	-0.1
53	O=C(Nc1ccc(F)cc1)c1ccc(CSc2ccccc2)o1	-2.8
54	N#Cc1c(NC(=O)c2cc([N+](=O)[O-])ccc2N2CCOCC2)sc2c1CCCC2	1.7
55	Cc1ccc(-c2nc(C)sc2CC(=O)OCC(=O)Nc2cccc([N+](=O)[O-])c2)cc1	2.5
56	Cc1cccc(C)c1NC(=O)CSc1nc2c([nH]1)c(=O)n(C)c(=O)n2C	-0.9
57	O=C(Nc1cccc2nsnc12)c1cc2c(cc1Cl)Sc1nccn1S2(=O)=O	-0.7
58	O=C(Nc1nc2ccccc2n1CCN1CCOCC1)c1ccc(Cl)cc1	-2.9
59	CN1CCN(C(=O)c2cnn3c(C(F)F)cc(C4CC4)nc23)CC1	0.7
60	O=S(=O)(NC(=NC1CCCCC1)c1ccccc1F)c1ccccc1	-0.1

As a working copy, 2 of the compounds above.
item	SMILES	TTR transcr act
52	COc1ccc(OC)c(S(=O)(=O)N2CCC(C(=O)NC3CCCCCC3)CC2)c1	-0.1
53	O=C(Nc1ccc(F)cc1)c1ccc(CSc2ccccc2)o1	-2.8

Further compounds follow:
item	SMILES	TTR transcr act
61	COc1ccc(-n2ncc(C(=O)N3CCN(c4ccc(F)cc4)CC3)c2C)cc1	4.3
62	C[C@@H](C(=O)N1CCN(C(=O)OC(C)(C)C)CC1)n1cc(CCC(=O)O)nn1	1.7
63	CN1CCN(c2nnc(-c3ccccc3)c(-c3ccccc3)n2)CC1	-3.3
64	O=C(NC1CCCC(C(F)(F)F)C1)c1ccc([N+](=O)[O-])o1 (stereo not drawn)	0.5
65	COc1cc(CN2CCC(C(=O)NC(c3ccccc3)c3ccsc3)CC2)cc(OC)c1 (stereo not drawn)	-2.1
66	Cc1cc(NC(=O)/C=C/C(=O)N(CC(=O)NC2CCCC2)c2cccc3ccccc23)no1	2.1
67	CCCCC(CC)C(=O)Nc1ccccc1C#N (stereo not drawn)	0.2
68	CC(=O)c1cccc(NC(=O)N2CCc3ccccc3C2)c1	2.7
69	O=S(=O)(c1ccc(Cl)s1)N1CCCCC1	-0.7
70	Cc1ccc(C2=NN(C)c3nc4ccccc4n3C2)cc1	-3.2

Following part.
item	SMILES	TTR transcr act
71	Cc1ccc2sc(-c3ccc(NC(=O)CCN4C(=O)c5ccccc5C4=O)cc3)nc2c1	0.2
72	CC1(C)c2ccccc2N(CC(N)=O)C12C=Cc1ccccc1O2 (stereo not drawn)	-2.7
73	N#Cc1ccc(/C=C2\CCn3c2nc2cc(C(=O)O)ccc2c3=O)cc1	-0.5
74	CC1CCCCN1S(=O)(=O)c1ccc(C(=O)Nc2nnc(C3=COCCO3)o2)cc1 (stereo not drawn)	0.1
75	COc1ccc(OC)c(NC(=O)c2ccccc2N(Cc2ccccc2)S(C)(=O)=O)c1	-1.8
76	CCN(CC)S(=O)(=O)c1cc(C(=O)OCC(=O)Nc2cccc(C)c2C)ccc1F	0.8
77	S=C1N(c2ccccc2)C(c2ccccc2)N2CCCN12 (stereo not drawn)	-2.0
78	COc1ccc(/C=N/N2CCN(C)CC2)cc1OC	-4.1
79	CCCC(=O)C1=C(O)C(C(=O)OC)C(C)(C)CC1=NC(C)(C)C (stereo not drawn)	-1.1
80	Cc1ccc(C)c(S(=O)(=O)N2CCN(Cc3cc4c(cc3O)OCO4)CC2)c1	0.5

Reformatted: four of the compounds above.
#73 N#Cc1ccc(/C=C2\CCn3c2nc2cc(C(=O)O)ccc2c3=O)cc1
  TTR transcr act: -0.5
#74 CC1CCCCN1S(=O)(=O)c1ccc(C(=O)Nc2nnc(C3=COCCO3)o2)cc1 (stereo not drawn)
  TTR transcr act: 0.1
#75 COc1ccc(OC)c(NC(=O)c2ccccc2N(Cc2ccccc2)S(C)(=O)=O)c1
  TTR transcr act: -1.8
#76 CCN(CC)S(=O)(=O)c1cc(C(=O)OCC(=O)Nc2cccc(C)c2C)ccc1F
  TTR transcr act: 0.8

Next structures
item	SMILES	TTR transcr act
81	O=C(OCC(=O)N1CCCC1)c1cc(Cl)ccc1[N+](=O)[O-]	-0.7
82	CN(C)c1ccncc1C(=O)Nc1ccc(F)cc1F	-1.8
83	CC(=O)NCCC(=O)Nc1nc(-c2ccc3ccccc3c2)cs1	1.6
84	COc1ccccc1Oc1ccc(N2CC(C(=O)OCC(=O)c3ccccc3)CC2=O)cc1 (stereo not drawn)	-1.8
85	COc1ccc(OC)c(NC(=O)CCC(=O)Nc2nnc(C(F)(F)F)s2)c1	5.2
86	CC(=O)Nc1ccc(S(=O)(=O)NC(C)CCc2ccccc2)cc1 (stereo not drawn)	-1.6
87	Cc1c(NC(=O)COC(=O)/C=C/c2cccc(Cl)c2)c(=O)n(-c2ccccc2)n1C	0.5
88	COc1ccc(-c2c(-c3cc(OC)cc(OC)c3)n(C)c3ccc(-c4ccc5cc[nH]c5c4)cc23)cc1	-3.1
89	COc1ccccc1CC(=O)NC1CC(C)(C)NC(C)(C)C1	0.3
90	O=C(O)CCC(=O)NNC(=O)c1ccc(-c2ccccc2)cc1	-0.7

Next part.
item	SMILES	TTR transcr act
91	CC(=O)c1ccc(NC(=O)CCNS(=O)(=O)c2cc(Br)cnc2N)cc1	0.8
92	CCN(CC)CCN1C(=O)C(O)=C(C(=O)c2cccs2)C1c1ccc(C)o1 (stereo not drawn)	-0.1
93	CCOc1cc(CNCC(O)c2ccccc2)cc(Cl)c1OC (stereo not drawn)	0.7
94	COc1ccc([N+](=O)[O-])cc1C1NN=C(c2cccc3ccccc23)S1 (stereo not drawn)	-2.1
95	CCN1C(=NCCCOC(C)C)N[C@@H](c2ccccc2)[C@H](C(=O)OC)[C@H]1C	12*
96	COc1ccc(CNCC(O)(c2ccc(Cl)cc2)c2ccc(Cl)cc2)cc1OC	-0.2
97	COc1ccc(NC(=O)CCn2nc(C)cc2C)cc1	0.5
98	O=C(Nc1ccnc(-c2ccncc2)n1)c1ccccc1Cl	2.1
99	CCOC(=O)C1CCN(C(=O)CCS(=O)(=O)c2ccc3c(c2)CCN3C(C)=O)CC1	1.0
100	CC(C)(C)OC(=O)N1CCC(N[C@@H](Cc2c[nH]c3ccccc23)C(=O)NCC(c2ccccc2)c2ccccc2)(C(=O)NC2CCCCC2)CC1	-2.1

(listing goes on)
item	SMILES	TTR transcr act
101	N#C/C(=C\Nc1ccc(F)c(Cl)c1)C(=O)C1CC1	-2.1
102	CC(C)(C)NC(=O)C1(C)CCC(=O)N1CCCn1ccnc1 (stereo not drawn)	1.4
103	CC(C)(C)C(=O)NC(=S)NNC(=O)c1ccncc1	6.2
104	CCNC(=S)N1N=C2c3ccccc3CCC2C1c1ccc(F)cc1 (stereo not drawn)	1.4
105	Cc1ncc(C)c2c([N+](=O)[O-])cccc12	4.2
106	O=S(=O)(Nc1ccccc1)c1cccc2nsnc12	-2.1
107	Cc1sc2ncn(-c3ccccc3)c(=O)c2c1C	2.9
108	COc1cccc(-c2nc(CCl)cs2)c1	0.1
109	Cc1cc2c3c(c1)C(C)(c1ccccc1)CC(C)(C)N3C(=O)C21C(C#N)=C(N)OC2=C1C(=O)CC(C)(C)C2 (stereo not drawn)	-4.0
110	CCN1CC2([N+](=O)[O-])CC=C(OC)C([N+](=O)[O-])(C1)C2 (stereo not drawn)	6.1

Carrying on:
item	SMILES	TTR transcr act
111	CN(C)c1ccc(NC(=O)c2cnsn2)cc1	0.1
112	O=C(c1ccccc1)C1CCN(c2ncnc3sccc23)CC1	-3.8
113	O=C(NCCCn1ccnc1)c1cc2c(s1)CCCCC2	-0.6
114	O=C(NNC(=S)NC(=O)c1ccco1)c1ccc(F)cc1	-1.3
115	O=C(Nc1ccc(N2CCOCC2)nc1)c1c(F)cccc1F	-0.4
116	CC1CCN(c2c(NCC3CCC(C(=O)NCCc4ccccc4)CC3)c(=O)c2=O)CC1 (stereo not drawn)	8.9
117	CN(C)S(=O)(=O)c1ccc(Nc2nc(C3CC3)nc3c2nnn3Cc2ccccc2Cl)cc1	4.8
118	COc1cccc(OC)c1NC(=O)c1ccc(-c2cc(Cl)ccc2Cl)o1	5.2
119	Cc1ccc(C(=O)Nc2c(-c3cccs3)nc3cc(C)ccn23)cc1	-2.0
120	Cc1cc(C)cc(N2C(=O)C3CCCN3C2=S)c1 (stereo not drawn)	0.5

Printed as active in TTR transcr act, among the entries above:
item	SMILES	TTR transcr act
26	CCc1c(C2(O)CCCCC2)[nH]c2cnccc12	13*
95	CCN1C(=NCCCOC(C)C)N[C@@H](c2ccccc2)[C@H](C(=O)OC)[C@H]1C	12*

(list continues)
item	SMILES	TTR transcr act
121	COCCNC(=O)/C(C#N)=C/C(C)=C/c1ccccc1	6.1
122	COc1ccc(OC)c(CNS(=O)(=O)c2ccccc2Br)c1	1.9
123	CCc1ccc(NS(=O)(=O)c2cccc3nsnc23)cc1	-1.2
124	CCOC(=O)[C@@H](NC(=O)[C@@H]1CC=C[C@@H]2CCN(Cc3ccc(Cl)cc3)C(=O)[C@@H]21)C(C)C	1.0
